Compound activity: PubChem BioAssay, several laboratories
L major viab = Leishmania major promastigote growth inhibition; Leishmania major promastigotes, resazurin fluorescence viability; inhibition, % at 10 µM; hit rate 9% among 200,000; AID 1063; in the data active = inhibition above about 50%;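 note: promastigotes grown with compound for 44 hours at 28 °C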
bIAP inh = intestinal alkaline phosphatase (bovine) inhibition; inhibition, % at 20 µM; 190,000 tested, under 10 active; purified bovine IAP, CDP-star luminescence, 30 min;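 active = over 50% inhibition of intestinal alkaline phosphatase at 20 µM in the single-dose screen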
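System: Purified bovine intestinal alkaline phosphatase (IAP) enzyme | Input: IAP diluted 1/65,000,000 in the well | Also added: CDP-star chemiluminescent phosphatase substrate, 30 µM final | Dosing: 20 µM single dose | Times: Enzyme reaction for 30 min at room temperature | Detection: Luminescence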
TNAP inh hiacc = inhibitors of human TNAP at high phosphate acceptor concentration | hit rate 0.03% among 200,000 | purified TNAP, CDP-star luminescence, 1 M DEA | inhibition, % at 20 µM | P05186;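 active = over 50% inhibition of tissue-nonspecific alkaline phosphatase at 20 µM in the single-dose screen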;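 note: plate controls were DMSO wells for no effect and EDTA-quenched wells as full inhibition for full effect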
Target sequence (P05186 whole entry, looked up): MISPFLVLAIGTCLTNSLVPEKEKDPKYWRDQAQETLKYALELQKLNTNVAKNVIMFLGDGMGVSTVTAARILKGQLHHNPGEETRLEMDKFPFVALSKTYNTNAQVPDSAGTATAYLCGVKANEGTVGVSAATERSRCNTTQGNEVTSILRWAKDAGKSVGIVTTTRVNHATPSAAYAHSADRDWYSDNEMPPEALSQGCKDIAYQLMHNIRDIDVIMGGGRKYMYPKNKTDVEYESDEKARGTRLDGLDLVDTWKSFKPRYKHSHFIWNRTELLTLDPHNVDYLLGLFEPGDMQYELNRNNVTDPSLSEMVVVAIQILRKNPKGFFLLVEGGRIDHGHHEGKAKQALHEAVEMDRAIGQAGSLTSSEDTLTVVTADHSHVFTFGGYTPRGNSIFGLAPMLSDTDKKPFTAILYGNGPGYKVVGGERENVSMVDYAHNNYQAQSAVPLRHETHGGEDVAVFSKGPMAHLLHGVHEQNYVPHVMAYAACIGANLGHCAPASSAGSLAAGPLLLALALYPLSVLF
TNAP inh noacc = blocks human TNAP activity with no phosphate acceptor present | P05186 | purified TNAP, CDP-star luminescence, 30 min | inhibition, % at 20 µM | hit rate 0.26% among 200,000;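 active = tissue-nonspecific alkaline phosphatase inhibition above about 50% at 20 µM in the single-dose screen, limit read from the data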;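 note: 0% = DMSO negative control and 100% = EDTA positive control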
bIAP activator = intestinal alkaline phosphatase (bovine) activation; purified bovine IAP, CDP-star luminescence, 30 min; stronger effect = higher value; fold of DMSO-control signal, blank-subtracted; activation factor at 20 µM; hit rate 0.17% among 200,000; AID 1016;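 active = activation factor of 2 or more at 20 µM, a signal rise over negative controls twice the positive control's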
RAM network inh = inhibitors of the yeast RAM network; S. cerevisiae dse1pr::URA3 reporter, 5-FOA growth OD615, 2 d; analog-sensitive cbk1-as2 kinase mutant strain; inhibition, % at 50 µM; hit rate 1.8% among 190,000; AID 868;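 active = inhibition above a set limit, 3 SD over mean compound inhibition, cut at about 8.4% in these data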;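 note: 0% = DMSO-only wells with no growth and 100% = 10 µM 1-NA-PP1 full growth; inhibition rescues growth on 5-FOA so higher OD means more RAM inhibition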
TNAP act hi DEA = activators of human TNAP at high phosphate acceptor concentration; P05186; purified TNAP, CDP-star luminescence, 1 M DEA, 30 min; stronger effect = higher value; 0 = EDTA background, 1 = DMSO-only activity; activation factor at 20 µM; 200,000 tested, under 10 active;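 active = activation factor at least 2 at 20 µM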
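Test system – human TNAP · Doses – 20 µM single point · Incubation – 30 min, room temperature · Signal – luminescent substrate turnover signal · Read-out basis – activation factor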
APP transl inh = APP translation inhibition; SH-SY5Y APP 5'UTR-luciferase reporter, luminescence; inhibition, % at 2 µM; hit rate 0.82% among 190,000; AID 1285;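 active = inhibition above a set limit, derived from the sample mean plus 3 SD, cut at about 45% in these data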; note: values of inactives mirror those of a sister screen read the other way
FLuc inh counter = Photinus pyralis luciferase inhibition counter-screen; ATPLite firefly luciferase biochemical luminescence, 10 min; AID 1006; inhibition, % at 10 µM; P08659; hit rate 1.5% among 200,000;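 active = inhibition above about 50% when tested at 10 µM, limit read from the data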
Target sequence (P08659 whole entry, looked up): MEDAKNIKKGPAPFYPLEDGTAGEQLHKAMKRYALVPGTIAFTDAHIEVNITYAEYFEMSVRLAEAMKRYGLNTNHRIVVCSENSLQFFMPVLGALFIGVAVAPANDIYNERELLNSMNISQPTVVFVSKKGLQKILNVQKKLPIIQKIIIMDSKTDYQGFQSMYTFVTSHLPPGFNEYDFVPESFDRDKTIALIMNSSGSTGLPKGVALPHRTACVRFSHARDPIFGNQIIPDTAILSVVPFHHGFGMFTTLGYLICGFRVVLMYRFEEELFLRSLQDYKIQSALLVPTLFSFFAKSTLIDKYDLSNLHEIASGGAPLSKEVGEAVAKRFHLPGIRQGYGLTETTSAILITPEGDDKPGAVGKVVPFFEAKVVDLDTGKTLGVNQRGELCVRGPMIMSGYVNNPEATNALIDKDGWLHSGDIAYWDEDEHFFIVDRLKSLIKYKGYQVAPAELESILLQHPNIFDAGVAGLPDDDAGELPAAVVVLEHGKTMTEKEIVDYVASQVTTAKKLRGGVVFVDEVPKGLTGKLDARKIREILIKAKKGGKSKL
FLuc stim CS = firefly luciferase counter-screen for stimulation assays; P08659; ATPlite luciferase biochemical, luminescence, 10 min; 0 = ATP-free wells, 1 = DMSO control; activation factor at 10 µM; 200,000 tested, under 10 active; AID 1027;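 active = luciferase activation factor, scaled between plate controls, of at least 2 with compound at 10 µM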
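Material: luciferase plus luciferin reagent, cell-free. Medium: PBS buffer for ATP. Also added: ATP substrate, dispensed from a 10.24 µM working solution in PBS. Doses: test compounds dosed from 2 mM stocks in 100% DMSO. Incubation: 10 min post-reagent at room temperature. Technique: light output (luminescence). Read-out basis: luminescence gain marking luciferase activators.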
* hit, by the source's call; nt = not tested or not shown.

SMILES | L major viab | bIAP inh | TNAP inh hiacc | TNAP inh noacc | bIAP activator | RAM network inh | TNAP act hi DEA | APP transl inh | FLuc inh counter | FLuc stim CS
COCCNC(=O)c1cc2c3ccccc3n(C)c2s1 | 0 | -1 | -4 | -1 | 1 | 2.4 | 1 | -4 | -6 | 1.1
CCOC(=O)c1c(NC(=O)Cn2cnc3sc(C)c(-c4ccccc4)c3c2=O)sc(C)c1C | 3 | -7 | 1 | -5 | 1.1 | 4.1 | 1 | -2 | -4 | 1
COc1ccc(C(=O)Nc2oc(-c3ccccc3)c(-c3ccccc3)c2C#N)cc1OC | 44 | -6 | -4 | -2 | 1.1 | 5.7 | 1 | 6 | -9 | 1.1
O=C(Nc1ccccc1Cc1ccccc1)c1ccc2c(c1)SC1=NS(=O)(=O)CCN12 | -8 | 18 | 2 | -15 | 0.8 | 1.6 | 1 | 17 | -6 | 1.1
COC(=O)c1c(C(=O)OC)c2cccc3cc(-c4ccccc4)c4ccc1c4n32 | -1 | 36 | 14 | 5 | 0.6 | 5.9 | 0.9 | 17 | -1 | 1
C=CCNC(=O)CCC(=O)NNc1nc2ccccc2c2nc(-c3ccccc3)nn12 | -3 | -30 | -3 | -154 | 1.3 | 2.2 | 1 | 13 | 4 | 1
CC(C)CN(C(=O)COC(=O)CNC(=O)c1ccccc1F)C1CCS(=O)(=O)C1 (stereo not given) | -7 | 21 | 0 | -4 | 0.8 | 1.1 | 1 | -3 | -4 | 1
CCC(C)[C@H](NC(=O)NCc1ccccn1)C(=O)OC (stereo not given in full) | -1 | 8 | -4 | -8 | 0.9 | 0.0 | 1 | -7 | -1 | 1
CSc1nc2ccc(NS(=O)(=O)c3ccccc3F)cc2s1 | 59* | -22 | 7 | 1 | 1.2 | 2.2 | 0.9 | -4 | 2 | 1
CC(=O)N1CCc2cc(NS(=O)(=O)c3cccs3)ccc21 | -3 | 10 | -10 | 0 | 0.9 | -0.3 | 1.1 | -4 | -2 | 1
CNC(=O)c1ccc(CNC(=O)OCC(F)(F)F)cc1 | -4 | 6 | -1 | 0 | 0.9 | 1.7 | 1 | -6 | 4 | 1
O=C(CCNS(=O)(=O)c1c(Cl)cccc1Cl)OCC(=O)c1ccccc1 | 18 | 13 | -4 | -8 | 0.9 | 0.9 | 1 | 6 | -4 | 1
CCc1ccc(C2C(C#N)=C(N)SC(N)=C2C#N)cc1 | -3 | 1 | -6 | -25 | 1 | 4.7 | 1.1 | -1 | -3 | 1
Cc1cccc(C)c1N1CCc2cn[nH]c21 | 10 | -2 | 1 | -5 | 1 | -0.4 | 1 | -10 | -6 | 1.1
CC(O)CNCCCOc1ccccc1OCc1ccccc1 (stereo not given) | 99* | -9 | 0 | -10 | 1.1 | 2.8 | 1 | -9 | 0 | 1
COc1ccc(NC(=S)NCCc2c(C)[nH]c3ccc(OC)cc23)cc1 | 62* | 27 | 2 | -2 | 0.7 | 5.3 | 1 | 0 | -4 | 1
CCOc1ccc(-n2c(C)cc(C(=O)CCl)c2C)cc1 | 100* | 20 | -3 | -16 | 0.8 | 2.4 | 1 | 27 | -4 | 1
COc1cccc(OC)c1OCCCc1c(C)n[nH]c1C | 22 | 0 | -3 | -2 | 1 | -0.1 | 1 | 5 | -3 | 1
COc1ccc(OCC(=O)OCC(=O)NCc2ccc(F)cc2)cc1 | -8 | 14 | -3 | -12 | 0.9 | -0.4 | 1 | 64* | -6 | 1.1
CCOC(=O)C1=C(C)NC(C)=C(C(=O)OCC)C1C(=O)O | -8 | 6 | -7 | -14 | 0.9 | -0.8 | 1.1 | -5 | -4 | 1

The last 3 compounds of the section before come first, to join the parts.
SMILES | L major viab | bIAP inh | TNAP inh hiacc | TNAP inh noacc | bIAP activator | RAM network inh | TNAP act hi DEA | APP transl inh | FLuc inh counter | FLuc stim CS
COc1cccc(OC)c1OCCCc1c(C)n[nH]c1C | 22 | 0 | -3 | -2 | 1 | -0.1 | 1 | 5 | -3 | 1
COc1ccc(OCC(=O)OCC(=O)NCc2ccc(F)cc2)cc1 | -8 | 14 | -3 | -12 | 0.9 | -0.4 | 1 | 64* | -6 | 1.1
CCOC(=O)C1=C(C)NC(C)=C(C(=O)OCC)C1C(=O)O | -8 | 6 | -7 | -14 | 0.9 | -0.8 | 1.1 | -5 | -4 | 1
Cc1cc(Br)ccc1-n1[nH]c(C)c(C=Nc2cccc3nsnc23)c1=O | 0 | -6 | 19 | 4 | 1.1 | 3.3 | 0.8 | -4 | -2 | 1
C=CCn1c(SCC(=O)Nc2ccccc2OC)nnc1-c1ccco1 | -2 | 8 | -3 | -10 | 0.9 | 1.6 | 1 | 11 | -4 | 1
CC1CCc2c(C(=O)Nc3nccs3)csc2C1 (stereo not given) | 8 | 9 | -5 | -12 | 0.9 | -0.5 | 1.1 | -60 | 12 | 0.9
CCOc1cc(/C=N/Nc2nc(Nc3ccccc3)nc(N3CCCCC3)n2)ccc1OCC(=O)O | -11 | 3 | -1 | -22 | 1 | 19* | 1 | 12 | 38 | 0.6
O=C(O)c1cc2cc(Cl)cc(Cl)c2oc1=O | 7 | 3 | -4 | -11 | 1 | 1.4 | 1 | 1 | 0 | 1
CCN(CC)c1ccc(/C=N/NS(=O)(=O)c2ccc(C)c([N+](=O)[O-])c2)cc1 | -1 | 2 | 0 | -15 | 1 | 2.1 | 1 | 0 | -4 | 1
COc1cc(/C=C/c2ccc3cccc([N+](=O)[O-])c3n2)ccc1OCC(=O)O | -9 | 14 | 1 | 13 | 0.9 | 5.8 | 1 | -19 | 58* | 0.4
O=C(Cc1ccccc1)NC1CCN(S(=O)(=O)c2ccc(C(=O)O)cc2)CC1 | -2 | -10 | -3 | -6 | 1.1 | 4.6 | 1 | 10 | 1 | 1
CCOC(=O)C1(CC2CCCCO2)CCN(S(=O)(=O)c2c(C)nn(C)c2C)CC1 (stereo not given) | -4 | -2 | 0 | 1 | 1 | 0.7 | 1 | 3 | -1 | 1
N=C1c2ccccc2CN1NC(=O)c1cccc(S(=O)(=O)N2CCOCC2)c1 | -3 | 14 | -4 | -15 | 0.9 | 0.9 | 1 | 4 | -8 | 1.1
Nc1cc(=O)[nH]c(SCC(=O)Nc2ccccc2-c2ccccc2)n1 | -3 | -6 | 1 | -4 | 1.1 | 2.0 | 1 | -7 | -2 | 1
NC(=O)c1oc2ccc(Cl)cc2c1N | -1 | 2 | -3 | -10 | 1 | 1.2 | 1 | 6 | 2 | 1
Cc1cc(OC(=O)C(c2ccccc2)c2ccccc2)c([N+](=O)[O-])c(=O)[nH]1 | 58* | 8 | 2 | -6 | 0.9 | 1.6 | 1 | -13 | -2 | 1
Clc1ccc(OCCOCCN2CCc3ccccc3C2)c(Cl)c1 | 88* | 14 | 2 | -6 | 0.9 | -1.0 | 1 | -7 | -2 | 1
COc1cc(/C=C/C(=O)O)ccc1OS(=O)(=O)c1ccc(C)cc1 | -10 | 4 | -5 | -7 | 1 | 5.1 | 1 | -25 | -1 | 1
CCCN1C(=O)c2ccccc2NC1c1ccc(OC)c(CSc2ccccn2)c1 (stereo not given) | 16 | 15 | -3 | -1 | 0.8 | 3.6 | 1 | 9 | -6 | 1.1
COc1ccc(NC(=O)Cn2nnc(C(=O)NCc3ccco3)c2N)c(OC)c1 | -4 | 4 | -5 | -8 | 1 | 2.0 | 1.1 | 6 | -10 | 1.1
O=C(Nc1ccccc1)C1CC=CCC1C(=O)OCC1CCCO1 (stereo not given) | 1 | 1 | -4 | -2 | 1 | 2.4 | 1 | 26 | -4 | 1
COc1ccccc1N(CC(=O)N(CC(C)C)CC(C)C)S(=O)(=O)c1cccs1 | 39 | -8 | -2 | -12 | 1.1 | 1.2 | 1 | 9 | -6 | 1.1
Cc1ccc2nc(NC3=NCN(Cc4ccccc4)CN3)nc(C)c2c1 | nt | 4 | -9 | -8 | 1 | nt | 1.1 | nt | -5 | 1.1
Cc1cccc(-c2cnn(-c3cccc([N+](=O)[O-])c3)c2N)c1 | 10 | 13 | -6 | -10 | 0.9 | 0.1 | 1.1 | -16 | 3 | 1
CCCn1c(SCC(=O)NCCc2ccccc2)nnc1-c1cccnc1 | -5 | 17 | -3 | -8 | 0.8 | 0.0 | 1 | -2 | -4 | 1
CCOC(=O)C1CCN(C(=O)c2cc3c(-c4ccc(OC)c(OC)c4)nn(C)c3s2)CC1 | 21 | -11 | -3 | -8 | 1.1 | 1.1 | 1 | -2 | -3 | 1
COC(=O)c1sc(NC(=O)c2c(F)cccc2F)c(C#N)c1C | -7 | 7 | -2 | -3 | 0.9 | 1.0 | 1 | -7 | 0 | 1
O=C(CCS(=O)(=O)Cc1ccccc1)NCC1CCCO1 (stereo not given) | -5 | 2 | -7 | -12 | 1 | 2.9 | 1.1 | -10 | -4 | 1
Cc1ccc(S(=O)(=O)/N=C(\c2ccccc2)N(C)S(=O)(=O)c2ccccc2)cc1 | 63* | 6 | 9 | 1 | 0.9 | 0.9 | 0.9 | 5 | 0 | 1
COC(=O)c1nnn(-c2ccc(Cl)c(Cl)c2)c1C(=O)OC | -4 | 0 | 2 | -4 | 1 | 5.0 | 1 | -26 | 0 | 1
CCOC(=O)c1ccc(NC2c3ccccc3C(=O)N2c2ccc(C)cn2)cc1 (stereo not given) | -2 | 18 | -8 | -12 | 0.8 | 3.1 | 1.1 | 12 | -6 | 1.1
CCOc1cc(-n2cnnn2)c(OCC)cc1NC(=O)c1cnccn1 | nt | 14 | -8 | -10 | 0.9 | nt | 1.1 | nt | -6 | 1.1
COc1cccc(-c2nc3ccccc3c(=O)o2)c1 | -3 | 12 | -4 | 16 | 0.9 | 0.2 | 1 | 4 | 52* | 0.5
COc1ccc(C(C)=O)cc1CSc1nncn1C | 0 | 3 | -3 | -12 | 1 | 1.8 | 1 | -7 | -2 | 1
COc1cccc(C(C(=O)NC2CCCC2)N(Cc2ccco2)C(=O)c2ccco2)c1OC (stereo not given) | 0 | 1 | 2 | 2 | 1 | -0.1 | 1 | -13 | -6 | 1.1
Nc1cc(N)nc(SCCOc2ccccc2)n1 | -1 | 8 | -4 | -12 | 0.9 | 1.5 | 1 | -31 | 5 | 0.9
Cc1cc(C)n(C(=O)CCNC(=O)c2ccccc2Cl)n1 | 2 | 6 | 1 | -8 | 0.9 | -0.4 | 1 | -5 | -2 | 1
CCOC(=O)C(NC(=O)c1ccccc1)(Nc1cc(C)on1)C(F)(F)F (stereo not given) | 0 | 2 | -3 | 10 | 1 | 1.3 | 1 | -3 | -2 | 1
COc1ccc(CC(=O)NCc2nnc(SCC(=O)Nc3ncc(C)s3)n2C)cc1 | -5 | -15 | -3 | -5 | 1.1 | 2.8 | 1 | 0 | 6 | 0.9
N#CCSCC(=O)Nc1ccc(F)cc1 | -2 | 5 | -4 | -2 | 0.9 | 0.8 | 1 | 4 | -6 | 1.1
COc1ccc(C)cc1NC(=O)CCC(=O)Nc1nnc(C(F)(F)F)s1 | 1 | 2 | 2 | -4 | 1 | 5.5 | 1 | 2 | -3 | 1
